MT1-MMP act inh – blockers of MT1-MMP proenzyme processing, primary screen, HT1080 RFP-PRO-GFP cells, GFP/RFP fluorescence; AID 651647, 2012; GFP/RFP ratio fluorescence, overnight; percent of plate control window, DMSO zero; 360,000 tested, 0.061% active; GFP/RFP ratio change, % at 20 µM; Matrix metalloproteinase-14 (Homo sapiens), P50281;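 active = GFP/RFP ratio change of at least 30% with cell ATP level not reduced by more than half and red fluorescence within 50% of control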; also: strong numbers were not always called active
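Test system: HT1080 cells expressing an RFP-PRO-GFP fluorescent reporter construct / Compound dosing: single-point 20 µM compound, 1% DMSO / Schedule: cells overnight before dosing, compound overnight, 37 °C, 5% CO2 / Evaluation: GFP/RFP fluorescence ratio / Control set: DMSO and RFP-L50D-GFP cell wells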
Neddylation inh – inhibitors of cullin neddylation, primary screen, biochemical, TR-FRET, uHTS, NAE and Ubc12 | calls only at 25 µM | 360,000 tested, 0.58% active; in the data active = inhibition above about 36%
NRP1-CendR mod – modulators of CendR peptide binding to NRP-1, primary screen, biochemical, fluorescence polarization, uHTS | 360,000 tested, 0.85% active | FAM-RPARPAR peptide binding to NRP-1 | AID 602438, 2012 | inhibition, % at 25 µM | Neuropilin-1 (Homo sapiens), O14786;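 active = inhibition or corrected inhibition above about 18%, plus a signal ratio from 0.5 to 1.5, limit read from the data, passing the limit was not always enough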; also: strong numbers were not always called active
E coli Lon inh – inhibitors of E. coli Lon protease, primary screen, biochemical, fluorescence polarization; P0A9M0; purified E. coli Lon protease; inhibition, % at 7.94 µM; 360,000 tested, 0.42% active; AID 602123, 2011; in the data active = inhibition above about 13%, passing the limit was not always enough;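 also: 0% = enzyme with probe and DMSO and 100% = no enzyme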
MsrA inh – bovine MsrA enzyme inhibitors, primary screen, biochemical, absorbance, HTS. Methionine sulfoxide reductase A (Bos taurus). purified bovine MsrA, absorbance read-out. inhibition, % at 15.5 µM. 360,000 tested, 0.75% active. AID 651718, 2012; in the data active = inhibition above about 4.5%;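 also: 0% = vehicle wells with enzyme and 100% = reference inhibitor wells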
SKN-1 block – suppressors of acrylamide-induced Pgst-4::GFP reporter in worms, primary screen, SKN-1 inhibitor project, whole organism, uHTS, GFP/RFP fluorescence ratio, strain VP596 | C. elegans VP596 Pgst-4::GFP/RFP ratio, 24 h | inhibition, % at 21.8 µM | 360,000 tested, 0.49% active;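 active = interference check ratio from 0.5 to 1.5 plus GFP to RFP signal ratio inhibition reaching or exceeding a fixed threshold, cut at about 30% in these data, passing the limit was not always enough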; also: some compounds called inactive have numbers as strong as hits
FAS TE block – FAS thioesterase domain inhibitors, primary screen, biochemical, fluorescence intensity, uHTS. Fatty acid synthase (Homo sapiens), P49327. recombinant FAS-TE, OMFH fluorogenic substrate, fluorescence endpoint. inhibition, % at 15 µM. 360,000 tested, 0.67% active. AID 602261, 2012;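 active = compounds whose normalised, plate-corrected inhibition of enzyme fluorescence in the single-dose primary screen is 50% or more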;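 also: 0% = DMSO with enzyme and 100% = substrate without enzyme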
bovine MsrA act – bovine MsrA enzyme activators, primary screen, biochemical, absorbance, HTS | purified bovine MsrA, absorbance read-out | Methionine sulfoxide reductase A (Bos taurus) | activation, % at 10.6 µM | 360,000 tested, 0.3% active; in the data active = activation above about 7.5%;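 also: 0% = vehicle and 100% = reference activator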
Rin1 Abl inh – inhibitors of Rin1-Abl protein binding, primary screen, biochemical, TR-FRET; Tyrosine-protein kinase ABL1 (Homo sapiens) + Ras and Rab interactor 1 (Homo sapiens), …; inhibition, % at 7.35 µM; 360,000 tested, 0.4% active; AID 588664, 2011; in the data active = inhibition above about 5%, passing the limit was not always enough
* marks the source's active call; other numbers are inactive results; i = inactive; . = no result given.

1. COc1ccc([N+](=O)[O-])cc1N(CC(O)CN(C)C)S(=O)(=O)c1ccc(C)cc1 (centres undefined)
2. CCOC(=O)c1c(C)nc2c(c1-c1cc(OC)ccc1OC)C(=O)c1ccccc1-2
3. CCOc1ccccc1CN1C(=O)c2ccccc2C1C(=O)NC(C)CC (centres undefined)
4. O=C(Nc1cc(Cl)cc(Cl)c1)c1ccc(Cn2c(=O)[nH]c3ccsc3c2=O)cc1
5. C/C(=N/n1cnnc1)c1cccnc1
6. CCN1CCN(C(=O)c2cc3cc(Cl)ccc3[nH]2)CC1

Screen / compound no.,1,2,3,4,5,6
MsrA inh,0.5,-0.3,0.7,.,-0.5,0.3
SKN-1 block,-2,7,8,7,-10,14
FAS TE block,14,8,-7,1,-5,-1
Neddylation inh,i,i,i,i,i,i
bovine MsrA act,-3,-5,0,-2,-11,2
MT1-MMP act inh,-4,-6,5,3,9,3
E coli Lon inh,4,-14,0,-5,-7,-2
Rin1 Abl inh,-2,-5,1,-3,0,2
NRP1-CendR mod,0,-16,11,-5,-21,-6

Nos. 2 to 5 from above:
2. CCOC(=O)c1c(C)nc2c(c1-c1cc(OC)ccc1OC)C(=O)c1ccccc1-2
3. CCOc1ccccc1CN1C(=O)c2ccccc2C1C(=O)NC(C)CC (centres undefined)
4. O=C(Nc1cc(Cl)cc(Cl)c1)c1ccc(Cn2c(=O)[nH]c3ccsc3c2=O)cc1
5. C/C(=N/n1cnnc1)c1cccnc1

Screen / compound no.,2,3,4,5
MsrA inh,-0.3,0.7,.,-0.5
SKN-1 block,7,8,7,-10
FAS TE block,8,-7,1,-5
Neddylation inh,i,i,i,i
bovine MsrA act,-5,0,-2,-11
MT1-MMP act inh,-6,5,3,9
E coli Lon inh,-14,0,-5,-7
Rin1 Abl inh,-5,1,-3,0
NRP1-CendR mod,-16,11,-5,-21

The main list resumes, repeating the 2 entries before the break.
5. C/C(=N/n1cnnc1)c1cccnc1
6. CCN1CCN(C(=O)c2cc3cc(Cl)ccc3[nH]2)CC1
7. C[C@@H]1CN([C@H](C)CO)C(=O)CCCn2cc(nn2)CO[C@H]1CN(C)C(=O)Nc1ccccc1C(F)(F)F
8. COc1ccccc1C(c1nnnn1C(C)(C)C)N1CCCc2ccccc21 (centres undefined)
9. COc1ccc(-c2sc3cc4c(cc3c2C#CC2(O)CCCCC2)OCO4)cc1
10. CS(=O)(=O)c1ccc(NC(=O)C2CCCN(C(=O)c3ccc(Cl)cc3)C2)cc1 (centres undefined)
11. O=C(Cn1cc(C(F)(F)F)cc(Cl)c1=O)NCc1ccccc1
12. CC(C)(C)NC(=O)C(c1ccc(O)cc1)N(C(=O)Cn1nnc(-c2ccc(F)cc2)n1)c1ccccc1F (centres undefined)

Screen / compound no.,5,6,7,8,9,10,11,12
MsrA inh,-0.5,0.3,-0.9,-0.9,2.6,0.6,0.6,0.6
SKN-1 block,-10,14,13,-3,9,-14,5,11
FAS TE block,-5,-1,-8,7,25,-3,-4,17
Neddylation inh,i,i,i,i,.,i,i,i
bovine MsrA act,-11,2,0,-10,-2,-6,-1,-1
MT1-MMP act inh,9,3,2,-15,11,-2,2,-4
E coli Lon inh,-7,-2,-18,5,6,9,-19,0
Rin1 Abl inh,0,2,1,4,2,0,3,0
NRP1-CendR mod,-21,-6,-6,16,-6,3,1,-4

13. CCS(=O)(=O)N1CCC(C(=O)NCCCN2CCN(c3ccccc3F)CC2)CC1
14. CCn1ncc(CN2CCCC(CNC(=O)c3ccc(F)cc3)C2)c1C (centres undefined)
15. O=c1c2ccccc2sc2ccc(NCCCN3CCOCC3)cc12
16. O=C(CN(Cc1ccco1)C(=O)c1cc(=O)[nH]c2ccccc12)Nc1ccccc1C(F)(F)F
17. O=C1NC[C@H](CCCCN2C[C@H](Cc3ccccc3)N(CC3CCCCC3)C(=O)C2=O)N(CC2CCCCC2)C1=O
18. COCOc1cccc(CN2CCC2(C)C(=O)Nc2ccc(C)cc2)c1 (centres undefined)

Screen / compound no.,13,14,15,16,17,18
MsrA inh,-0.8,0.1,-0.8,0.8,0.3,0.2
SKN-1 block,-3,3,-3,1,9,20
FAS TE block,-8,-3,-56,-3,2,7
Neddylation inh,i,i,i,i,i,i
bovine MsrA act,-1,-2,-1,-7,3,-5
MT1-MMP act inh,-1,2,-75,-10,5,1
E coli Lon inh,-7,-2,-46,-6,13,-1
Rin1 Abl inh,4,4,-14,-4,.,3
NRP1-CendR mod,-7,15,-47,10,-1,-10

19. Nc1ccc(C(=O)OCCc2ccccc2)cc1
20. C[C@@H]1C=C[C@](Cc2ccccc2)(C(=O)NCCc2c[nH]c3ccccc23)N1C(=O)c1ccccc1
21. COc1ccc(C(OC(=O)c2ccco2)C(=O)NCc2ccc(C)cc2)cc1 (centres undefined)
22. Cc1cc(C(=O)OC(C)C(=O)Nc2cccc(S(=O)(=O)N3CCOCC3)c2)c(C)o1 (centres undefined)
23. Cc1c(NC(=O)c2ccc(COc3ccc4ccccc4c3)o2)c(=O)n(-c2ccccc2)n1C
24. CCOC(=O)N1CCN(CCC(=O)Nc2ccc(Br)c(C)c2)CC1

Screen / compound no.,19,20,21,22,23,24
MsrA inh,-1.1,-0.4,-0.4,-0.5,-0.9,0.7
SKN-1 block,33,14,0,-26,13,-5
FAS TE block,-2,16,9,2,-6,-1
Neddylation inh,i,i,i,i,i,i
bovine MsrA act,-3,-2,-3,-2,0,-1
MT1-MMP act inh,3,3,7,-10,6,4
E coli Lon inh,11,4,-1,-4,-10,0
Rin1 Abl inh,-1,1,-2,1,0,8.9*
NRP1-CendR mod,-3,9,10,-2,11,8

25. Cc1noc(C)c1C(=O)N1CCC2(CC1)Oc1ccc(F)cc1C(=O)C21CC(c2ccc(Cl)cc2)=NO1 (centres undefined)
26. CCOC(=O)NC(Nc1nnc(SCC)s1)(C(F)(F)F)C(F)(F)F
27. CSc1nc2n(n1)C(c1cc(Br)ccc1F)C(C(=O)N(C)C)=C(C)N2 (centres undefined)
28. COc1ccc(NC(=O)NC2CCCc3ccccc32)cc1 (centres undefined)

Screen / compound no.,25,26,27,28
MsrA inh,0.7,0.5,-0.5,0.5
SKN-1 block,-1,9,-11,-3
FAS TE block,94*,-4,-8,-3
Neddylation inh,i,i,i,i
bovine MsrA act,-2,-4,-3,-2
MT1-MMP act inh,17,2,-1,1
E coli Lon inh,-3,12,0,5
Rin1 Abl inh,2,0,-1,-2
NRP1-CendR mod,20,2,-12,8

Compound activity deposited in PubChem by several laboratories.
